PfHsp90 set2: reduces growth (ATP signal) of yeast expressing P. falciparum Hsp90. inhibition, % at 9.4 µM. S. cerevisiae expressing PfHsp90, BacTiter-Glo ATP, 48 h; yeast lacking PDR1 and PDR3 efflux regulators. 0.32% of 310,000 active;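 active = every replicate shows inhibition above about 80%, whatever the replicate mean, limit read from the data; inconclusive = mean inhibition reaches the set limit but some replicate falls short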;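 note: 0% = DMSO neutral controls and 100% = 20 µM radicicol positive controls; yeast relying on Plasmodium falciparum Hsp90 in place of its own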
AddAB inh: less growth of phage-infected E. coli with AddAB; inhibition, % at 11.9 µM; E. coli expressing H. pylori AddAB, absorbance growth; 0.29% of 330,000 active; AID 435030; in the data active = inhibition above about 12%;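 note: 0% = vehicle wells of infected cells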
PvdQ inh: P. aeruginosa PvdQ acylase inhibition | purified PvdQ acylase, fluorescence plate reader | inhibition, % at 10 µM | 0.063% of 340,000 active; in the data active = inhibition above about 30%, passing the limit was not always enough; inconclusive = no clear call, values can overlap the other calls;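 note: 0% = vehicle neutral wells and 100% = reference inhibitor wells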
Wnt act: activates Wnt/beta-catenin signaling in a reporter cell assay; AID 743398; activation, % at 9.35 µM; 1.2% of 300,000 active; activator, plate reader; in the data active = activation above about 30%, passing the limit was not always enough; inconclusive = no clear call, values can overlap the other calls;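 note: 0% = neutral control wells and 100% = positive control wells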
Rtt109 HAT inh: blocks Candida albicans Rtt109/Vps75 acetyltransferase activity; Q5AAJ8; purified Rtt109/Vps75, ThioGlo CoA-SH fluorescence, 4 h; inhibition, % at 34.9 µM; 0.16% of 330,000 active;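 active = inhibition of at least 50% in every replicate; inconclusive = best replicate reaches 50% inhibition but some replicates fall short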
Target sequence (Q5AAJ8 whole entry, looked up): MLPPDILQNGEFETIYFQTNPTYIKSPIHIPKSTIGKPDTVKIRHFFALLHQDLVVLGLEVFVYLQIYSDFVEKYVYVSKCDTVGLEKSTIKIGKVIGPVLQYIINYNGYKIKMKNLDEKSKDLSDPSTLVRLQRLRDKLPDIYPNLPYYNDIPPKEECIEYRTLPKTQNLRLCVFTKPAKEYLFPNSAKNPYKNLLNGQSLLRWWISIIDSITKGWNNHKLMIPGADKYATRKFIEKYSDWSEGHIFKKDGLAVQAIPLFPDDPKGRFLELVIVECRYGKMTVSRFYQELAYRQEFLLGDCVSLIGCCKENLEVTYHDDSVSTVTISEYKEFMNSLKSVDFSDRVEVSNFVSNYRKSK
Tat transport: inhibitors of E. coli Tat protein transport | E. coli MC4100 TorA-mCherry Tat export, fluorescence | inhibition, % at 10 µM | 0.036% of 340,000 active | AID 488895;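 active = mean replicate inhibition at least 50% and at least half of replicates individually reaching 50%; inconclusive = only one of the two criteria met; inactive = neither criterion met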;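 note: exported cargo escapes ClpAP degradation while cytoplasmic cargo is degraded and loses fluorescence; 0% = median of neutral control wells and 100% = median of NaSCN control wells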
Ecoli viability: bacterial growth inhibition, counter-screen for AddAB inhibitors | 0.27% of 330,000 active | AID 449728 | E. coli V3065 growth, OD600 absorbance, 18 h | inhibition, % at 11.9 µM;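 active = inhibition above the campaign's mean inhibition across all tested compounds plus 3 SD, cut at about 9.9% in these data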;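 note: uninfected addAB+ strain grown without phage in ampicillin broth; 0% = DMSO wells and 100% = ciprofloxacin 0.95 µg/ml wells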
DAGLB inh: diacylglycerol lipase beta (human) inhibition. inhibition, % at 5.17 µM. Q8NCG7. HEK293T DAGLB membrane lysate, EnzChek fluorogenic substrate. 0.059% of 340,000 active; in the data active = inhibition above about 34%;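 note: 0% = enzyme with vehicle and 100% = wells lacking enzyme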
Target sequence (Q8NCG7 whole entry, looked up): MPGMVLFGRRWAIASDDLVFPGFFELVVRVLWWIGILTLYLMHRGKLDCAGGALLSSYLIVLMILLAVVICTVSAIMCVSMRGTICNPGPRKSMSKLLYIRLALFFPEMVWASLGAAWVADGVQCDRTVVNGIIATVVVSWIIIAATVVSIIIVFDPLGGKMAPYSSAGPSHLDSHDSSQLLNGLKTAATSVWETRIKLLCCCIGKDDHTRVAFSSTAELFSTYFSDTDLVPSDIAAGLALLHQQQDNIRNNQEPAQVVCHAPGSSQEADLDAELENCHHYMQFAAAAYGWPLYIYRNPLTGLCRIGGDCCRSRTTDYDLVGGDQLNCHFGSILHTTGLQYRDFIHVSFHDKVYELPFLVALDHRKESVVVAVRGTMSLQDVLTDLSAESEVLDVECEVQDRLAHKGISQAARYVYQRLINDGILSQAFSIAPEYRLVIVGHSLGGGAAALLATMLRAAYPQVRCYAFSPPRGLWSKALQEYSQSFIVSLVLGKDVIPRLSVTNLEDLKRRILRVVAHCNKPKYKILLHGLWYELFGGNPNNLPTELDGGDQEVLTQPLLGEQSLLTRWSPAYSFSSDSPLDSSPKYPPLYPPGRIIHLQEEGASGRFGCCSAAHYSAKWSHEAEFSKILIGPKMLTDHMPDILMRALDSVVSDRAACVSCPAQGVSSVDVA
CAL PDZ inh: blocks peptide binding to human CAL PDZ domain; 0.02% of 330,000 active; inhibition, % at 20 µM; purified CAL PDZ, TMR-peptide fluorescence polarization, 1 h;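 active = highest replicate inhibition of at least 40%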;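 note: plate controls were DMSO neutral control wells for no effect and unlabeled competitor peptide control wells for full effect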
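Material: tagged CAL PDZ protein CerCALP, purified; buffer or medium: sodium phosphate/NaCl buffer pH 7.4 with TCEP, IgG, Thesit; also added: fluorescent TMR peptide probe; schedule: 1 h incubation at room temperature before polarization reading; technique: fluorescence polarization from S- and P-plane intensities, G-factor corrected; control set: unlabelled peptide and DMSO controls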
phage Ecoli inh: E. coli growth loss with phage present | 0.26% of 360,000 active | growth absorbance | inhibition, % at 11.9 µM; in the data active = inhibition above about 11%
* marks the source's active call; other numbers are inactive results; u = inconclusive; x = no result given; & = joins results of further samples.

A first look:
Letter code: A = PfHsp90 set2; B = AddAB inh; C = PvdQ inh; D = Wnt act; E = Rtt109 HAT inh; F = Tat transport; G = Ecoli viability; H = DAGLB inh; I = CAL PDZ inh; J = phage Ecoli inh
CCN(CC)CC(=O)NC1CC(C)(C)Cc2c1cnn2-c1ccc(F)cc1 (configuration not stated)
  A: 3; B: 1.2; C: -13; D: 9; E: 5; F: 5; G: -1.0; H: 2; I: x; J: -0.4
O=C(NCCN1CCOCC1)c1ccc(-c2ccccc2)cc1
  A: -14; B: 4.2; C: -4; D: 0; E: -8; F: 18; G: 2.8; H: 2; I: -2.9; J: x
Cn1c(=O)c2c(ncn2CC(=O)N2CCN(c3ccc([N+](=O)[O-])cc3)CC2)n(C)c1=O
  A: 12; B: 0.3; C: -8; D: -1; E: -9; F: 0; G: -1.9; H: 7; I: -0.5; J: -0.7
CCOC(=O)c1ccc(NC(=O)C2C3C=CC(C3)C2C(=O)O)cc1 (configuration not stated)
  A: 6; B: 1.2; C: 9; D: x; E: 9; F: -2; G: -1.1; H: 0; I: -0.1; J: 2.7
CCCC1=Nc2cc(C(=O)NCCCOCC)ccc2Sc2ccccc21
  A: -29; B: 1.8; C: -11; D: x; E: 3; F: 6; G: -5.3; H: 0; I: -0.8; J: 0.4
Cc1cccc(CSc2cn(CC(=O)N3CCOCC3)c3ccccc23)c1
  A: -9; B: 0.2; C: -2; D: 17; E: -4; F: 3; G: -1.3; H: -2; I: 0.0; J: 2.9
CC1CCCN(C(C(=O)Nc2ccc3c(c2)OCCO3)c2ccccc2)C1 (configuration not stated)
  A: -29; B: 2.4; C: -4; D: x; E: 7; F: -3; G: 1.7; H: -1; I: -1.0; J: 1.1

The listing, from the first entry:
Letter code: A = PfHsp90 set2; B = AddAB inh; C = PvdQ inh; D = Wnt act; E = Rtt109 HAT inh; F = Tat transport; G = Ecoli viability; H = DAGLB inh; I = CAL PDZ inh; J = phage Ecoli inh
CCN(CC)CC(=O)NC1CC(C)(C)Cc2c1cnn2-c1ccc(F)cc1 (configuration not stated)
  A: 3; B: 1.2; C: -13; D: 9; E: 5; F: 5; G: -1.0; H: 2; I: x; J: -0.4
O=C(NCCN1CCOCC1)c1ccc(-c2ccccc2)cc1
  A: -14; B: 4.2; C: -4; D: 0; E: -8; F: 18; G: 2.8; H: 2; I: -2.9; J: x
Cn1c(=O)c2c(ncn2CC(=O)N2CCN(c3ccc([N+](=O)[O-])cc3)CC2)n(C)c1=O
  A: 12; B: 0.3; C: -8; D: -1; E: -9; F: 0; G: -1.9; H: 7; I: -0.5; J: -0.7
CCOC(=O)c1ccc(NC(=O)C2C3C=CC(C3)C2C(=O)O)cc1 (configuration not stated)
  A: 6; B: 1.2; C: 9; D: x; E: 9; F: -2; G: -1.1; H: 0; I: -0.1; J: 2.7
CCCC1=Nc2cc(C(=O)NCCCOCC)ccc2Sc2ccccc21
  A: -29; B: 1.8; C: -11; D: x; E: 3; F: 6; G: -5.3; H: 0; I: -0.8; J: 0.4
Cc1cccc(CSc2cn(CC(=O)N3CCOCC3)c3ccccc23)c1
  A: -9; B: 0.2; C: -2; D: 17; E: -4; F: 3; G: -1.3; H: -2; I: 0.0; J: 2.9
CC1CCCN(C(C(=O)Nc2ccc3c(c2)OCCO3)c2ccccc2)C1 (configuration not stated)
  A: -29; B: 2.4; C: -4; D: x; E: 7; F: -3; G: 1.7; H: -1; I: -1.0; J: 1.1
O=C(Nc1ccccc1)c1nsnc1C(=O)Nc1ccccc1
  A: 14; B: 1.4; C: 1; D: 3; E: x; F: -2; G: 1.6; H: 1; I: -2.8; J: 4.7
Cc1cccc(NC(=O)c2ccc3nccnc3c2)n1
  A: -18; B: -2.0; C: 1; D: -1; E: -6; F: 7; G: 0.6; H: -2; I: -1.1; J: 2.1
COc1ccc(C(=O)NC(=S)Nc2ccc(S(N)(=O)=O)cc2)cc1
  A: -1; B: 3.4; C: -19; D: -1; E: -5; F: -1; G: -0.2; H: -2; I: -1.8; J: 5.2
O=C(O)c1ccc(N/N=C2/CCCc3ccccc32)cc1
  A: 8; B: -1.5; C: 7; D: 17; E: 3; F: -18; G: -3.3; H: 4; I: 1.1; J: 0.8
CCCCN(CC)S(=O)(=O)c1ccc2c(c1)CCCN2C(C)=O
  A: -12; B: -1.9; C: -12; D: -1; E: 6; F: 9; G: 1.1; H: -2; I: -0.1; J: 3.6
COc1cc(/C=C/C(=O)OCC(=O)N(C)C2CCS(=O)(=O)C2)ccc1OC(F)F (configuration not stated)
  A: -20; B: 2.4; C: -9; D: 1; E: -6; F: -13; G: 0.1; H: 0; I: -1.5; J: 2.0
C/C(=C\c1ccccc1)C1NC(=O)c2c(sc3c2CCCC3)N1 (configuration not stated)
  A: x; B: 3.4; C: 9; D: 6; E: 5; F: 2; G: 0.8; H: -3; I: -2.2; J: 2.3
Cc1nc2c(C)[n+](CC(=O)c3ccccc3)ccc2n1C
  A: x; B: 2.2; C: x; D: 0; E: x; F: x; G: -1.5; H: x; I: x; J: 2.1
COc1ccc(N2CCN(CC(O)COC(C)(C)C)CC2)cc1 (configuration not stated)
  A: 15; B: 0.8; C: -7; D: -2; E: -6; F: 4; G: -1.7; H: 1; I: -0.9; J: 2.0
COc1ccc(CN2C[C@H]3CCCN3c3cc(Br)ccc3S2(=O)=O)cc1
  A: 2; B: 3.3; C: -8; D: x; E: 0; F: 9; G: 0.4; H: -7; I: -1.1; J: x
CCOc1c2ccc(C(=O)NCc3ccccc3OC)cc2nn1CC
  A: -5; B: 4.6; C: 1; D: -2; E: -9; F: 2; G: 0.8; H: -4; I: 0.1; J: 0.0
O=C1C(=O)N(Cc2cccnc2)C(c2ccccn2)/C1=C(/O)c1ccc(F)cc1 (configuration not stated)
  A: -11; B: 1.7; C: 18; D: 1&7; E: -5; F: -8; G: 0.4; H: 1; I: -1.3; J: -1.6
COC(=O)[C@H](Cc1c[nH]c2ccccc12)NC(=O)NCc1ccc(OC)cc1
  A: -24; B: -1.4; C: -16; D: -3; E: -6; F: -2; G: -2.2; H: 2; I: 0.8; J: 0.2
Cc1sc2nc(CN3CCCC3)nc(NCc3ccncc3)c2c1C
  A: x; B: 4.6; C: -27; D: 1; E: -3; F: 7; G: -1.0; H: 0; I: -0.6; J: 0.8
O=S(=O)(Nc1ccc2c(c1)OCCO2)c1ccc(Br)s1
  A: -66; B: 1.9; C: -4; D: -1; E: -1; F: -5; G: 1.6; H: -3; I: -2.2; J: 2.3
O=C(C1CCCN(Cc2ccc3c(c2)OCO3)C1)N1CCCC1 (configuration not stated)
  A: -5; B: 5.5; C: -2; D: -1; E: -13; F: -2; G: 1.7; H: -3; I: -0.2; J: 3.1
Cc1ccccc1CSc1n[nH]c(NS(=O)(=O)c2ccccc2)n1
  A: 2; B: 1.6; C: -21; D: -2; E: -4; F: -4; G: 0.6; H: -6; I: -0.5; J: 1.9
CCOC(=O)C1CCN(C(=O)c2ccc(OCC(=O)N3CCOCC3)c(OC)c2)CC1
  A: -5; B: 3.1; C: 7; D: 0; E: 15; F: -3; G: 2.0; H: -4; I: -0.1; J: 1.0

(cont.)
Letter code: A = PfHsp90 set2; B = AddAB inh; C = PvdQ inh; D = Wnt act; E = Rtt109 HAT inh; F = Tat transport; G = Ecoli viability; H = DAGLB inh; I = CAL PDZ inh; J = phage Ecoli inh
CCOc1ccc(NC(=O)CSc2nnc(Cn3cnc([N+](=O)[O-])n3)n2CC)cc1
  A: -18; B: 0.7; C: 2; D: -1; E: -3; F: -5; G: -0.2; H: 1; I: -0.6; J: 3.0
COc1ccc(CNC(=O)[C@@H]2CCCN2C(=O)[C@@H]2Cc3ccccc3CN2C(=O)OC(C)(C)C)cc1
  A: -6; B: 3.1; C: -16; D: 1; E: -15; F: 5; G: -0.4; H: -2; I: -2.4; J: 0.6
CC1(c2ccc3ccccc3c2)NC(=O)N(CC(=O)Nc2ncccc2O)C1=O (configuration not stated)
  A: -4; B: 1.6; C: 3; D: 0; E: 2; F: -8; G: -0.7; H: -1; I: -1.4; J: -0.4
COc1cccc(C(=O)Nc2cc(C(F)(F)F)ccc2Cl)c1
  A: -13; B: 1.6; C: 6; D: x; E: x; F: 2; G: -1.5; H: -10; I: -3.9; J: 1.4
Cc1cccc(NC(=O)NC2CC3CCC(C2)N3Cc2ccco2)c1 (configuration not stated)
  A: 2; B: 3.4; C: -2; D: -2; E: -4; F: -4; G: 3.0; H: -2; I: 0.4; J: 1.1
Cc1cccc(NS(=O)(=O)c2cc3c4c(c2)CCN4C(=O)CC3)c1C
  A: -13; B: -0.2; C: -10; D: x; E: -3; F: -3; G: 0.4; H: 2; I: -2.5; J: x
COc1ccc2c(-c3ccccc3)cc(SCC(=O)N(C)C3CCS(=O)(=O)C3)nc2c1 (configuration not stated)
  A: -19; B: 1.6; C: -12; D: -2; E: 9; F: 11; G: 0.3; H: 0; I: -4.5; J: 3.6
Cn1c(N)c(C(=O)COC(=O)c2cc(-c3ccccc3)nc3ccccc23)c(=O)n(Cc2ccccc2)c1=O
  A: -5; B: 1.3; C: -7; D: x; E: -16; F: -7; G: 1.2; H: -6; I: -1.0; J: x
O=C1Nc2ccccc2/C1=C\c1cccn1-c1ccc(OC(F)(F)F)cc1
  A: -36; B: 2.0; C: -3; D: x; E: -13; F: -8; G: 0.2; H: 7; I: -0.4; J: 3.6
Cc1ccc(N2CCN(C(=S)Nc3ccc(Cl)cc3)CC2)cc1
  A: -5; B: x; C: -12; D: -1; E: 5; F: 11; G: x; H: -2; I: -0.5; J: 3.1
COc1cc(C(=O)Nc2ccc(Br)cc2C(=O)c2cc(OC)c(OC)c(OC)c2)cc(OC)c1OC
  A: 11; B: 1.3; C: 0; D: -4; E: -1; F: 3; G: -0.7; H: -1; I: -0.5; J: 0.1
O=C1C2C3C=CC(O3)C2C(=O)N1N=C1CCCCC1 (configuration not stated)
  A: 2; B: x; C: 3; D: -6; E: 4; F: 2; G: x; H: 0; I: 0.1; J: 2.1
COc1ccc(Cl)cc1NC(=O)COC(=O)C(CC(C)C)N1C(=O)C2CC=CCC2C1=O (configuration not stated)
  A: -25; B: 1.8; C: 1; D: -5; E: -4; F: 9; G: 1.8; H: -9; I: -0.5; J: 1.6
COc1ccc2c(Cl)c(C(=O)N/N=C/c3ccc4c(c3)OCO4)sc2c1
  A: -4; B: -0.7; C: -10; D: x; E: 4; F: -5; G: -1.1; H: 10; I: -2.2; J: 0.6
CCn1c(SCc2ccccc2)nnc1-c1cccnc1
  A: -15; B: 2.0; C: -1; D: x; E: 0; F: -6; G: 0.6; H: -1; I: -2.7; J: 3.2
CCc1nc(SCC(=O)Nc2cccc3ccccc23)[nH]c(=O)c1C
  A: 14; B: 0.4; C: -1; D: -2; E: 3; F: 10; G: -2.0; H: -1; I: -3.1; J: 0.5
Cc1ccc(C2=NN3C(=O)c4ccccc4C3C2)cc1 (configuration not stated)
  A: 12; B: 2.2; C: -16; D: 39*; E: -3; F: -6; G: 0.5; H: -3; I: 0.8; J: 1.4
NC(=O)c1oc2ccccc2c1NC(=O)Cc1ccccc1
  A: 28; B: -0.7; C: u; D: 0; E: -7; F: -4; G: -2.7; H: -1; I: -1.7; J: 2.8
Cc1ccc(C(=O)N2CCN(Cc3ccc4c(c3)OCO4)CC2)cc1S(=O)(=O)N1CCOCC1
  A: -6; B: 1.1; C: -26; D: 0; E: 0; F: -6; G: -3.8; H: -1; I: 0.2; J: 2.1
